# From PubChem
# MsrA inh: bovine MsrA enzyme inhibitors, primary screen, biochemical, absorbance, HTS. Methionine sulfoxide reductase A (Bos taurus). hit rate 0.75% among 360,000. purified bovine MsrA, absorbance read-out. inhibition, % at 15.5 µM; in the data active means inhibition above about 4.5%;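 further: 0% = vehicle wells with enzyme and 100% = reference inhibitor wells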
# Tb MetRS inh: T. brucei MetRS inhibitors, primary screen, biochemical, luminescence | purified T. brucei MetRS, ATP depletion, Kinase-Glo luminescence | inhibition, % at 11.9 µM | hit rate 0.4% among 360,000 | AID 624268, 2012;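 active means inhibition above a per-plate cutoff of the control wells' mean inhibition plus 3 SD, cut at about 5.5% in these data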;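 further: 0% = DMSO wells median and 100% = median of wells with control inhibitor compound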
#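 Material: parasite MetRS enzyme / Replication: singlicate, one well per compound / Signal: luminescence of leftover ATP / Schedule: 2 h aminoacylation at 25 °C after 15 min preincubation / Medium: HEPES-MgCl2-KCl buffer plus DTT, spermine, BSA, pyrophosphatase / Doses: 11.9 µM single point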
# CendR NRP1 mod: modulators of CendR peptide binding to NRP-1, primary screen, biochemical, fluorescence polarization, uHTS. Neuropilin-1 (Homo sapiens), O14786. FAM-RPARPAR peptide binding to NRP-1. inhibition, % at 25 µM. hit rate 0.85% among 360,000. AID 602438, 2012;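 active means inhibition or corrected inhibition above about 18%, plus a signal ratio from 0.5 to 1.5, limit read from the data, passing the limit was not always enough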; further: strong numbers were not always called active
# Scp-1 inhibitor: Scp-1 phosphatase inhibitors, primary screen, biochemical, colorimetric, uHTS; inhibition, % at 20 µM; Recombinant Scp1, phosphopeptide, malachite green phosphate absorbance; hit rate 0.88% among 340,000;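 active means inhibition above about 50% at 20 µM, limit read from the data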;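 further: plate controls were DMSO wells with enzyme for no effect and wells lacking enzyme for full effect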
#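 Test system – truncated SCP-1 phosphatase (76-261aa) · Reagent – Phosphorylated 17-residue peptide substrate · Incubation – 45 min room-temperature reaction, 5 min colour, 30 min stabiliser · Detection – colorimetric phosphate reagent with accelerator and stabiliser, absorbance at 630 nm · Measure – % inhibition at 20 µM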
# SUMO1 PPI mod: modulators of SUMO1 protein-protein interactions, primary screen, biochemical, uHTS | Small ubiquitin-related modifier 1 (Homo sapiens), P63165 | SUMO1 binding to a labelled peptide, TR-FRET, 1 h | inhibition, % at 20 µM | hit rate 0.33% among 360,000 | AID 602429, 2012; in the data active means inhibition above about 37%
# STEP inh: STEP phosphatase inhibitors, primary screen, biochemical, fluorescence intensity, uHTS. recombinant STEP, OMFP fluorogenic substrate. Tyrosine-protein phosphatase non-receptor type 5 (Homo sapiens), P54829. inhibition, % at 20 µM. hit rate 0.25% among 360,000;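 active means inhibition at 20 µM, scaled per plate between control wells, above about 37%, limit read from the data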;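 further: 0% = DMSO with enzyme and substrate and 100% = substrate only without enzyme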
#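 Measure: Control-normalized % inhibition with plate pattern correction | Test system: STEP phosphatase, cell-free reaction | Medium: pH 6.0 Bis-Tris with DTT and Tween 20 | Technique: Fluorescence, 480/540 nm | Times: Reaction 20 min, ambient temperature | Doses: Single compound dose of 20 µM, 1% DMSO final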
# LMPTP inh: LMPTP phosphatase inhibitors, primary screen, biochemical, fluorescence intensity, uHTS. recombinant LMPTP-A, OMFP fluorogenic substrate. Low molecular weight phosphotyrosine protein phosphatase (Homo sapiens), P24666. AID 651560, 2012. inhibition, % at 20 µM. hit rate 0.22% among 360,000;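 active means compounds that cut the enzyme signal by at least half of the control window in the single-dose screen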;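 further: plate controls were DMSO wells with enzyme plus substrate for no effect and substrate without enzyme for full effect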
# Target sequence (P24666 whole entry, looked up): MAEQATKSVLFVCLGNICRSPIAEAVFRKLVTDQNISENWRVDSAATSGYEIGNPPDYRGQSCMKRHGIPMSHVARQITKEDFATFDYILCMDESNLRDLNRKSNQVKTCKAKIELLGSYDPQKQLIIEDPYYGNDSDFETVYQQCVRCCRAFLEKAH
#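 Material: LMPTP-A; amount: 0.625 nM enzyme; doses: single 20 µM dose; times: reaction 50 min, room temperature, dark; technique: fluorescence intensity of OMFP turnover product; benchmarks: no-enzyme and uninhibited controls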
# E coli Lon inh: inhibitors of E. coli Lon protease, primary screen, biochemical, fluorescence polarization; hit rate 0.42% among 360,000; inhibition, % at 7.94 µM; purified E. coli Lon protease; AID 602123, 2011; P0A9M0; in the data active means inhibition above about 13%, passing the limit was not always enough;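 further: 0% = enzyme with probe and DMSO and 100% = no enzyme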
# Target sequence (P0A9M0 whole entry, looked up): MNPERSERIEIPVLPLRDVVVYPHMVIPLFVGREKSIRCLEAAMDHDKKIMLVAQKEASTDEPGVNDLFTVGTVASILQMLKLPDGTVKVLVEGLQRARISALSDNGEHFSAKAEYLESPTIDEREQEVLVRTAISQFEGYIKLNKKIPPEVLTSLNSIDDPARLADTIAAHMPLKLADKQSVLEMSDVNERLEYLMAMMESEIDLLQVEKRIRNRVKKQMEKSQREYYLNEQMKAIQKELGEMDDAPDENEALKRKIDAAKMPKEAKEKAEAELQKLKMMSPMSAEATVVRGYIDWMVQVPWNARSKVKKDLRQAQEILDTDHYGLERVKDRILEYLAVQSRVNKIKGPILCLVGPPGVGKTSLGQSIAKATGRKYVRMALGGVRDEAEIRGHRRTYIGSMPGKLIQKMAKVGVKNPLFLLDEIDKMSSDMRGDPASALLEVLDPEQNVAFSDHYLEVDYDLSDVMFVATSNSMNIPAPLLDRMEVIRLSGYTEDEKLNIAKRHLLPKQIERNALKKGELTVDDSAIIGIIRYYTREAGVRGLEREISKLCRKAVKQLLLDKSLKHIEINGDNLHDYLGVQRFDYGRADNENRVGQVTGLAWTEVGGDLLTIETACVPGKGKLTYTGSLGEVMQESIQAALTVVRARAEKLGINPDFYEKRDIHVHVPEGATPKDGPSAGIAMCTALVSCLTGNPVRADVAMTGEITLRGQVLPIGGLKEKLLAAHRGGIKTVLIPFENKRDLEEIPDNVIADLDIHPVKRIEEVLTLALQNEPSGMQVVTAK
# DNMT1 inh: human DNMT1 methyltransferase inhibitors, primary screen, biochemical, molecular beacon, fluorescence, HinP1I cleavage, uHTS. DNA (cytosine-5)-methyltransferase 1 (Homo sapiens), P26358. inhibition (reported as % activation of signal), % at 10 µM. AID 588458, 2011. hit rate 0.83% among 360,000; in the data active means inhibition above about 50%
# MsrA act: bovine MsrA enzyme activators, primary screen, biochemical, absorbance, HTS. activation, % at 10.6 µM. purified bovine MsrA, absorbance read-out. hit rate 0.3% among 360,000; in the data active means activation above about 7.5%;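 further: 0% = vehicle and 100% = reference activator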
# * hit, by the source's call; . = no result given; & = joins results of further samples.
SMILES,MsrA inh,Tb MetRS inh,CendR NRP1 mod,Scp-1 inhibitor,SUMO1 PPI mod,STEP inh,LMPTP inh,E coli Lon inh,DNMT1 inh,MsrA act
Cc1noc(C)c1COc1cccc(C(=O)NCCc2c[nH]c3ccccc23)c1,-0.3,-0.1,8,-6,6,-1,1.5,-7,-2,0
COc1ccc(OC)c(CN2C(=O)CSCC2(C)C(=O)NCc2ccccc2)c1 (centres undefined),1.0,0.3,-5,.,1,.,3.1,.,.,.
COC(=O)c1cc(OC)c(OC)cc1NC(=S)NC(=O)c1ccco1,0.9,-0.1,6,-5,5,1,-0.9,1,-1,-2
CCN(CC(=O)Nc1ccc2c(c1)OC(F)(F)O2)Cc1nc2ccccc2c(=O)[nH]1,-0.1,-1.1,6,-2,-2,1,-0.1,-10,-1,-5
O=C(c1cc(-c2ccco2)nc2ccccc12)N(Cc1nnc(-c2ccc(Cl)cc2)o1)C1CC1,1.3,-0.5,-9,13,6,0,3.0,-15,13,-4
COc1cccc(CN2CCCC(C(=O)Nc3ccc(-c4cscn4)cc3)C2)c1 (centres undefined),-0.3,7.4*,-6,-3,1,1,1.4,-9,-6,-2
CCCN(CCC)C(=O)Cc1coc2ccc3ccccc3c12,0.8,-0.1,0,-2,-3,-2,2.4,4,-9,-1
COc1ccc(Cl)cc1-c1cc(C(=O)NCc2cc(C(F)(F)F)cc(C(F)(F)F)c2)[nH]n1,0.0,0.2,-6,.,-4,1,1.4,2,6,-1
CCOC(=O)C1CCCN(Cc2nc(CC3CC3)no2)C1 (centres undefined),-1.7,-0.1,-3,1,-2,2,-0.3,-9,2,0
CCOC(=O)c1oc2ccccc2c1COC(=O)CNC(=O)c1ccccc1F,-0.1,-0.3,9,.,1,-2,-0.3,5,1,-2
COc1ccccc1C/C(N)=N/OC(=O)COc1cccc(C)c1,-0.3,-1.0,9,-6,-1,-1,1.1,0,6,-6
CC1(C(=O)Nc2ccc(Cl)c(Cl)c2)CCN1C(=O)Cc1ccc(-c2ccccc2)cc1 (centres undefined),.,-0.2,2,.,-1,-1,5.0,-6,-10,-3
COc1ccc(NC2=CC(=O)N(C)C2=O)cc1,-1.0,-1.2,-4,0,-17,0,-2.6,-1,3,-6
O=C(Nc1cc(C(F)(F)F)ccc1N1CCOCC1)c1ccc(F)cc1,0.7,-0.5,4,-10,-2,1,1.8,-7,-1,1
c1cncc(C(c2nnnn2C2CCCC2)N2CCCC2)c1 (centres undefined),-0.5,-0.8,0,-3,-7,0,-0.9,-2,1,-2
CCN1CCN(Cc2ccc(NC(=O)c3cc(NC(=O)N4CCNC4=O)cc(OC)c3)cc2C(F)(F)F)CC1,0.5&0.5,-0.2&0.1,-16&-4,-6,6&7,0&2,0.4&1.8,-5&8,-4&0,-3&-1
COc1cccc(C(NC(C)=O)c2nc(-c3ccc(F)cc3OC)cs2)c1 (centres undefined),0.1,-0.2,-1,.,-2,-2,-0.4,0,-2,-2
COC(=O)c1c(NC(=S)NN2CCN(C)CC2)sc2c1CCC(C)C2 (centres undefined),0.3,-1.2,10,-4,-3,7,-5.2,-6,-9,-3
Cc1ccc(NC(=O)CCN2CCN(C/C=C/c3ccccc3)CC2)cc1C,1.2,0.2,-14,2,-1,-4,-1.8,-1,-9,-3
COc1ccc(Cc2nnc(-c3ccccc3)o2)cc1,1.2,-0.7,3,-9,-7,0,-0.7,0,2,-4
O=C1OCCC1Sc1nnc(-c2ccccc2)o1 (centres undefined),-0.1,-0.2,6,-5,0,-2,1.3,5,1,-4
CCN(CC)Cc1cc(C(C)=O)ccc1O,0.8,0.5,-14,-4,-1,-3,-1.2,4,2,-7
COc1ccc(NC(=O)CSc2nnc(Cc3ccc(C)cc3)c(=O)n2N)cc1,-0.4,-0.2,-11,-1,0,-1,-0.6,-10,4,-1
CC(C)C(NS(=O)(=O)c1ccccc1)C(=O)N1CCCCCC1 (centres undefined),-1.6,-0.4,1,-6,7,0,-0.3,-6,1,-2
CC(=O)N1c2ccc(S(=O)(=O)NCCc3ccc(S(N)(=O)=O)cc3)cc2CC1C (centres undefined),-0.9,-0.2,-2,-7,-1,0,-1.5,7,1,-2
CCCNC(=O)NC(=O)c1cnccc1C(F)(F)F,-0.1,-0.7,-5,-6,3,2,1.7,-13,-1,-2
COc1cc(/C=N/N=C2/SCC(=O)N2c2ccc(O)cc2)ccc1O,5.6*,-0.7,4,-3,-3,0,-2.2,-6,3,-6
C=C(CCO)C1=CCN(S(=O)C(C)(C)C)[C@H]1CCO (some centres undefined),-0.4,-0.3,1,8,-2,2,-2.0,-9,-2,-10
O=C(Nc1cc2c3c(c1)CC(=O)N3CCC2)c1ccco1,0.3,-0.4,-4,-9,3,3,0.4,-7,-4,-2
CCC(CO)Oc1cc(NCc2ccc(F)cc2)c2ncn(C(C)C)c2c1 (centres undefined),1.2,-0.2,10,-8,-8,2,-2.3,-5,-13,-4
CCCCCn1c(CCNC(=O)c2cccs2)nc2ccccc21,-1.3,0.0,-5,-6,-1,0,3.6,-4,-2,-1
CC(=O)Nc1ccc(NC(=O)C(C)Sc2nc3ccccc3c(=O)n2CC2CCCO2)cc1 (centres undefined),0.2,-0.3,4,1,3,2,-0.7,0,-1,4
CCNc1nc(NCC)nc(Oc2ccc(OCC)nn2)n1,0.6,-1.5,8,3,-2,-3,-2.4,-5,3,-8
CC1(C(=O)NCc2ccccc2Br)CCN1C(=O)Cc1ccc(-c2ccccc2)cc1 (centres undefined),-0.4,-0.4,11,.,0,3,5.4,6,-2,-6
O=C(CN1C(=O)S/C(=C\c2ccc(Cl)cc2)C1=O)NC1C=CS(=O)(=O)C1 (centres undefined),1.8,-0.1,2,-9,-26,4,16,-1,3,-4
COc1cccc(C(=O)Nc2ccccc2C(=O)NCC2CCCO2)c1 (centres undefined),-0.5,-0.4,4,-11,1,-1,0.4,-2,-1,-2
CCNC(=O)C1(C)CCN(C(=O)c2ccc3c(c2)CCO3)C1 (centres undefined),0.3,0.2,17,.,-7,-1,0.0,-7,2,-4
COc1ccc(Cl)cc1S(=O)(=O)NC(C)C(=O)NCc1ccccn1 (centres undefined),0.1,-0.5,2,-11,0,1,-0.8,5,3,-3
COCCCNC(=O)c1cn(C)c(=O)c2c1c1ccccc1n2C,1.6,0.1,3,-2,17,-1,-1.3,-2,-3,0
COc1ccc(N(Cc2cc(=O)[nH]c3ccccc23)C(=O)CCl)cc1,-0.1,-0.4,-28,-12,-5,0,0.9,-9,9,-3
O=C(COC(=O)C1CCC(=O)N1)Nc1cccc([N+](=O)[O-])c1 (centres undefined),0.4,0.2,-6,4,-24,-2,-2.2,-10,4,0
CCOCCCN1CN(S(=O)(=O)c2ccc(Cl)cc2)c2nc3ccccc3nc21,0.2,-0.6,-82,3,-7,-3,1.5,-16,1,-4
O=C(NCc1ccccc1)C(c1cccs1)N(Cc1cccs1)C(=O)c1cnccn1 (centres undefined),1.4,-0.6,-9,-9,2,-3,-0.5,-8,3,-2
CC1(C)Cc2cccc(OCC(=O)Nc3ccc(S(N)(=O)=O)cc3)c2O1,0.0,0.0,14,-7,-3,-2,-0.4,10,2,-1
Cc1c(C(=O)NC(=S)Nc2ccccc2N2CCCC2)cccc1[N+](=O)[O-],0.5,-0.7,-21,9,1,-1,2.4,-9,-26,-6
Nn1c(SCC(=O)Nc2ccccc2C(F)(F)F)nncc1=O,-1.3,-0.2,6,-6,1,2,-0.1,-12,1,-1
O=C(c1cnccn1)N(Cc1cccs1)C1(C(=O)NC2CCCCC2)CCCCC1,0.5,-0.3,6,-7,0,-2,0.2,-2,-1,-5

# No new results follow: entries from further up.
SMILES,MsrA inh,Tb MetRS inh,CendR NRP1 mod,Scp-1 inhibitor,SUMO1 PPI mod,STEP inh,LMPTP inh,E coli Lon inh,DNMT1 inh,MsrA act
COc1cccc(C(=O)Nc2ccccc2C(=O)NCC2CCCO2)c1 (centres undefined),-0.5,-0.4,4,-11,1,-1,0.4,-2,-1,-2
CCNC(=O)C1(C)CCN(C(=O)c2ccc3c(c2)CCO3)C1 (centres undefined),0.3,0.2,17,.,-7,-1,0.0,-7,2,-4
COc1ccc(Cl)cc1S(=O)(=O)NC(C)C(=O)NCc1ccccn1 (centres undefined),0.1,-0.5,2,-11,0,1,-0.8,5,3,-3
COCCCNC(=O)c1cn(C)c(=O)c2c1c1ccccc1n2C,1.6,0.1,3,-2,17,-1,-1.3,-2,-3,0
COc1ccc(N(Cc2cc(=O)[nH]c3ccccc23)C(=O)CCl)cc1,-0.1,-0.4,-28,-12,-5,0,0.9,-9,9,-3
O=C(COC(=O)C1CCC(=O)N1)Nc1cccc([N+](=O)[O-])c1 (centres undefined),0.4,0.2,-6,4,-24,-2,-2.2,-10,4,0
CCOCCCN1CN(S(=O)(=O)c2ccc(Cl)cc2)c2nc3ccccc3nc21,0.2,-0.6,-82,3,-7,-3,1.5,-16,1,-4
O=C(NCc1ccccc1)C(c1cccs1)N(Cc1cccs1)C(=O)c1cnccn1 (centres undefined),1.4,-0.6,-9,-9,2,-3,-0.5,-8,3,-2
CC1(C)Cc2cccc(OCC(=O)Nc3ccc(S(N)(=O)=O)cc3)c2O1,0.0,0.0,14,-7,-3,-2,-0.4,10,2,-1
Cc1c(C(=O)NC(=S)Nc2ccccc2N2CCCC2)cccc1[N+](=O)[O-],0.5,-0.7,-21,9,1,-1,2.4,-9,-26,-6
